TAAR1 antagonist: antagonists of human TAAR1 | Q96RJ0 | CHO RD-HGA16 TAAR1, Fluo-8 calcium fluorescence, antagonist | inhibition, % at 3 µM | 1.5% of 360,000 active | AID 624466;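 active means inhibition above a per-plate cutoff, the mean inhibition of test compounds on that plate plus 3 SD, cut at about 49% in these data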;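 further: 0% = DMSO plus EC80 beta-PEA response and 100% = DMSO alone without agonist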
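Material: CHO RD-HGA16 cells bearing hTAAR1; compound dosing: one-point dosing, 3 µM nominal final; schedule: dye loading 75 min at 37 °C, then 30 min room temperature; measured by: calcium fluorescence with Fluo-8; control set: vehicle and agonist controls; replication: n of 1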
CHRM5 antagonist: antagonists of human muscarinic M5 receptor (CHRM5); P08912; CHO-hM5 cells, Fluo-8 calcium fluorescence, ACh EC80; inhibition, % at 3 µM; 0.59% of 360,000 active;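 active means inhibition above a per-plate cutoff, the mean of that plate's test compounds plus 3 SD, cut at about 27% in these data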;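 further: 0% = acetylcholine EC80 with DMSO and 100% = DMSO without agonist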
Target sequence (P08912 whole entry, looked up): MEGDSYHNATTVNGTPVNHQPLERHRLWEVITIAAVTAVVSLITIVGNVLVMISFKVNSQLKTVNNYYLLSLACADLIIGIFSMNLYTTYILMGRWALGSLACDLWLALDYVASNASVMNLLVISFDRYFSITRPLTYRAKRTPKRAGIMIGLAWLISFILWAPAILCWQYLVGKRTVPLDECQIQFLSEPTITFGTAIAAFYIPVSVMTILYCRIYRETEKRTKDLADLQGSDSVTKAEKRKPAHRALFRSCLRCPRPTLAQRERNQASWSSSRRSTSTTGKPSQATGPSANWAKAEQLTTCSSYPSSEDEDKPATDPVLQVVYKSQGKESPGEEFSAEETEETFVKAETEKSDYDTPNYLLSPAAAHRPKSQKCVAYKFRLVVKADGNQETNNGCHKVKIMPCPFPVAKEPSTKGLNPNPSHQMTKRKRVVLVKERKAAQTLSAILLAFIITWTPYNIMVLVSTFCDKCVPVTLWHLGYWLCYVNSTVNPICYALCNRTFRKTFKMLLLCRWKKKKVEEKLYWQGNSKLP
CRFBP-R2 agonist: agonists of human CRF-binding protein/CRF-R2 receptor complex | HEK293 CRF-R2/CRF-BP, calcium dye fluorescence (FLIPR); percent of saturating CRF peptide response | activation, % at 13.2 µM | 0.46% of 350,000 active;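 active means activation of at least 50%, plus an integration ratio under a set limit after plate pattern correction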;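 further: plate controls were neutral control wells without compound for no effect and CRF at EC100 for full effect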
TAAR1 agonist: human TAAR1 agonism | Q96RJ0 | CHO RD-HGA16 TAAR1, Fluo-8 calcium fluorescence; vehicle wells 0%, saturating PEA agonist 100% | activation, % at 3 µM | 0.99% of 360,000 active | AID 624467;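 active means activation above the mean activation of all test compounds in the run plus 3 SD, cut at about 38% in these data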
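Benchmarks: low control DMSO, high control PEA (EC100); System: CHO RD-HGA16 cells carrying human TAAR1 plus Gα16; Detection: Fluo-8 fluorescence, 5 s baseline then 140 s kinetic read; Schedule: 17-24 h plating, Fluo-8 75 min 37 °C, 30 min RT; Read-out basis: % activation from peak over basal fluorescence ratio, DMSO-to-PEA scaled.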
CHO-K1 Ca PAM: M1 PAM counterscreen hit in parental CHO-K1 cells | ATP EC20, Fluo-8 calcium fluorescence; 0% at ATP EC20, 100% at ATP max | activation, % at 3 µM | 0.02% of 360,000 active;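 active means activation above the run cutoff, the mean activation of all test compounds plus 3 SD, cut at about 40% in these data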;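 further: peak over basal fluorescence ratio in a 140 s read after ATP addition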
M5 PAM: CHRM5 positive allosteric modulation; P08912; CHO-K1 hM5, Fluo-8 calcium, ACh EC20 PAM; 0% = ACh EC20, 100% = ACh EC100; activation, % at 3 µM; 0.3% of 360,000 active;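 active means activation above the run cutoff, the mean activation of all test compounds plus 3 SD, cut at about 18% in these data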
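Assay system: CHO-K1 hM5 cells. Also added: acetylcholine at EC20 concentration, added after compound. Dosing: 3 µM, single dose. Times: compound preincubation 140 s before EC20 acetylcholine addition. Signal: Fluo-8 calcium fluorescence. Measure: % activation relative to EC20 and EC100 ACh responses. Repeats: singlicate, one well per test compound.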
M4 PAM: positive allosteric modulators of human muscarinic M4 receptor; AID 624126; 0.4% of 360,000 active; CHO-K1 hM4/Gqi5, Fluo-8 calcium fluorescence, ACh EC20; 0% = ACh EC20, 100% = maximal ACh; activation, % at 3 µM;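 active means activation above its plate's cutoff, the mean activation of sample wells plus 3 SD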; further: some results filed as inactive read as strong as hits
Target sequence (P08173 whole entry, looked up): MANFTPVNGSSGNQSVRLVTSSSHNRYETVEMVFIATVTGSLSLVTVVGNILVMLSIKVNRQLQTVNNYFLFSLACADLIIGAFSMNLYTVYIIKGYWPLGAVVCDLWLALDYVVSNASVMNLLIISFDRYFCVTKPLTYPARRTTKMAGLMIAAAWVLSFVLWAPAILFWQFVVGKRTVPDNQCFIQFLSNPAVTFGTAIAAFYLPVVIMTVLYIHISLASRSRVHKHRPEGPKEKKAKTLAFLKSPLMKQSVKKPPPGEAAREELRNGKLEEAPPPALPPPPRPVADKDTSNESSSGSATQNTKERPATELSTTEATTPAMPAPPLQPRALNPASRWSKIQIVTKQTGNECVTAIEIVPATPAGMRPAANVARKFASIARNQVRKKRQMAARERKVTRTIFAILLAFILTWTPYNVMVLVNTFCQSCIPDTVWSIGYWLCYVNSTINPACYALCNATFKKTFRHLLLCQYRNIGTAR
CRFR2-BP antag: blocks CRF-induced signaling of the CRF-BP/CRF-R2 complex | HEK293 CRF-R2/CRF-BP, CRF-induced calcium fluorescence | inhibition, % at 11.8 µM | 0.59% of 350,000 active | AID 588475;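 active means inhibition of the ligand-induced calcium signal above about 50% at the single tested concentration, limit read from the data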
M5 ag: CHRM5 agonism in calcium assay | P08912 | CHO-K1 hM5 cells, Fluo-8 calcium fluorescence; 0% DMSO wells, 100% maximal acetylcholine response | activation, % at 3 µM | 0.19% of 360,000 active | AID 624037;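 active means activation above the run's mean over test compounds plus 3 SD, cut at about 23% in these data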;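 further: signal is peak over basal fluorescence ratio across the kinetic read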
The depositor's hits bear a star; / = not tested or not shown; & = joins results of further samples.

SMILES	TAAR1 antagonist	CHRM5 antagonist	CRFBP-R2 agonist	TAAR1 agonist	CHO-K1 Ca PAM	M5 PAM	M4 PAM	CRFR2-BP antag	M5 ag
CC(OC(=O)c1nc(Cl)ccc1Cl)C(=O)NCc1ccccc1 (stereo not drawn)	-20	1	-2.4	1	-2	-2	2	1	-1
COc1ccc(OCCNC(=O)C(c2ccccc2)c2ccccc2)cc1	-8	-3	-2.2	0	16	-7	0	9	-5
CSc1nc2ccc(NS(=O)(=O)c3ccc(Cl)s3)cc2s1	11	7	-0.5	17	-26	0	-6	6	-5
CN(C)/C=C/C(=O)Oc1ccc(Cl)cc1Cl	8	23	-1.0	1	-2	-11	9	13	-3
COc1ccc(NC(C)=[N+](C)CCNS(=O)(=O)c2ccc(Cl)cc2)cc1	-30	10	0.6	3	-5	-3	-3	6	-5
Cc1ccccc1NS(=O)(=O)c1ccc(OCC(=O)NCc2cccnc2)cc1	1	1	1.0	1	19	-2	3	5	-1
O=C(COC(=O)c1cc([N+](=O)[O-])ccc1NCc1ccccc1)NC1CCCCC1	1	-1	1.3	0	22	-4	1	23	-1
COC(=O)[C@H](Cc1ccccc1)NC(=O)N1CC(C)OC(C)C1 (stereo partly drawn)	-9	1	-0.1	-1	13	-6	15	19	0
OC[C@@H]1CN(Cc2ccc(Cl)cc2)C[C@H](n2cnc3c(N4CCCC4)ncnc32)O1	-7	2	/	2	14	-1	6	/	0
CCOC(=O)c1cc2c(nc1N)CC(C)(C)OC2	-9	-1	0.2	4	5	-6	-4	4	1
COc1cccc(CNC(=O)[C@@H]2CCCN2C(=O)[C@@H]2CCCN2S(=O)(=O)c2ccc(OC)c(C)c2)c1	-1	4	/	3	5	0	5	/	3
Cc1cc(C(=O)N2CCCc3ccccc32)no1	5	-1	0.6	3	-2	-5	1	9	0
COc1ccccc1CNC(=O)C1CCN(S(=O)(=O)c2ccc3c(c2)CC(C)N3C(=O)C2CC2)CC1 (stereo not drawn)	-21	1	-1.3	1	8	-2	-6	22	-4
COc1ccc(C)cc1N(CC(=O)N1CCCCCC1)S(C)(=O)=O	1	8	0.0	3	11	2	-4	17	-7
O=C(CNCc1ccc(Cl)cc1)Nc1ccc(C(=O)N2CCCCCC2)cc1	4	-1	0.2	12	17	2	1	1	3
O=C(Cc1ccc(NC(=O)C2CCCN(C(=O)C3CCC3)C2)cc1)Nc1cccc(C(=O)N2CCCC2)c1 (stereo not drawn)	-20	-7	-1.7	2	12	6	4	36	0
CC(C)(C)c1ccc(/C=C/C(=O)NC2=NCCS2)cc1	-21	-2	0.7	2	18	3	-1	-14	-5
CC(=O)Nc1nonc1-c1nc2ccccc2n1CCC#N	-11	-1	0.2	3	-5	2	2	11	2
CC(=O)Oc1cc(O)c2c(c1)OC(c1ccc(OC(C)=O)c(OC(C)=O)c1)C(OC(C)=O)C2=O (stereo not drawn)	1	-2	1.1	-1	24	2	1	21	-2
Cn1c(=O)c(N)c2c3c(c(Br)ccc31)C(=O)c1ccccc1-2	36	7	89*	84*	14	-8	-23	-56	21

Reprinted at random: 6 compounds from above.
SMILES	TAAR1 antagonist	CHRM5 antagonist	CRFBP-R2 agonist	TAAR1 agonist	CHO-K1 Ca PAM	M5 PAM	M4 PAM	CRFR2-BP antag	M5 ag
OC[C@@H]1CN(Cc2ccc(Cl)cc2)C[C@H](n2cnc3c(N4CCCC4)ncnc32)O1	-7	2	/	2	14	-1	6	/	0
CC(C)(C)c1ccc(/C=C/C(=O)NC2=NCCS2)cc1	-21	-2	0.7	2	18	3	-1	-14	-5
COC(=O)[C@H](Cc1ccccc1)NC(=O)N1CC(C)OC(C)C1 (stereo partly drawn)	-9	1	-0.1	-1	13	-6	15	19	0
COc1ccccc1CNC(=O)C1CCN(S(=O)(=O)c2ccc3c(c2)CC(C)N3C(=O)C2CC2)CC1 (stereo not drawn)	-21	1	-1.3	1	8	-2	-6	22	-4
COc1cccc(CNC(=O)[C@@H]2CCCN2C(=O)[C@@H]2CCCN2S(=O)(=O)c2ccc(OC)c(C)c2)c1	-1	4	/	3	5	0	5	/	3
Cc1ccccc1NS(=O)(=O)c1ccc(OCC(=O)NCc2cccnc2)cc1	1	1	1.0	1	19	-2	3	5	-1

(further entries)
SMILES	TAAR1 antagonist	CHRM5 antagonist	CRFBP-R2 agonist	TAAR1 agonist	CHO-K1 Ca PAM	M5 PAM	M4 PAM	CRFR2-BP antag	M5 ag
Cc1c2n(c3ccccc13)CCC2=O	-11	2	-3.2	-1	16	2	1	18	-4
O=C(C1CCCN(S(=O)(=O)c2cc(Cl)ccc2Cl)C1)N1CCCC1 (stereo not drawn)	-8	-1	-3.1	3	10	-3	-3	-15	-1
COC(=O)c1ccc(NC(=O)CN2C(=O)NC3(CCC(C)CC3)C2=O)cc1 (stereo not drawn)	-24	11	-0.3	-1	19	2	3	-9	0
COc1cc(/C=C/C(=O)N(Cc2ccccc2)c2ccccn2)cc(OC)c1OC	12	0	-7.0	8	-10	5	2	8	-3
CCc1ccc(NC(=O)CSc2nc(=O)n(CCN(C)C)c3c2CCCC3)cc1	-43	2	-2.4	-1	-14	0	0	-2	-7
Cc1ccc(CSc2nc3nc(C)cc(C)c3c(=O)[nH]2)cc1	8	-4	0.0	0	5	-4	3	-27	-3
CC(C)OC(=O)CSc1nnc(-c2ccco2)n1N	-5	9	2.1	2	28	-7	2	-17	3
Cc1ccc(C(=O)NCc2ccccn2)o1	7	-4	-3.0	0	14	2	0	18	1
Cn1nc(C(=O)Nc2cccc(C(F)(F)F)c2)c2ccccc2c1=O	3	-6	-0.3	10	-2	-1	31*	17	-5
COc1ccc(N2CCN(CC(=O)NC(C)c3ccccc3)CC2)cc1 (stereo not drawn)	-8	4	-2.0	1	5	8	2	0	-1
Cc1ccccc1NC(=O)CSC1=C(C#N)C(c2ccsc2)CC(=O)N1 (stereo not drawn)	5	-2	2.5	35	18	-5	8	-11	6
COc1ccc(C(=O)Nc2ccc(CN3CCCCC3)cc2)cc1	-29	13	6.0	3	-3	-6	-4	-4	-10
COc1ccc(NC(=O)NC(c2ccccc2)c2ccccc2)c(OC)c1	-34	-4	0.3	1	13	-2	2	-12	-5
CCOC(=O)C1CCN(C(=O)c2cnn3c(C)cc(C)nc23)CC1	9	4	-1.0	4	13	-15	2	5	-7
COc1cc(CNc2ccc3[nH]c(=O)[nH]c3c2)ccc1OCc1c(F)cccc1Cl	-5	9	1.7	2	16	-5	-2	-5	-7
Cc1cccc(C(C)C)c1NC(=O)CSc1cccc[n+]1[O-]	-13	14	-0.8	2	0	4	-2	6	-2
NC(c1csc(Nc2nncc3ccccc23)n1)C1CCCCC1 (stereo not drawn)	9	6	/	36	8	0	-6	/	5
Cc1c(C)c2c(OCC(=O)NC3CC3)cc3c(c2oc1=O)CCC(C)(C)O3	30	3	-1.8	7	2	-5	1	-2	3
Nc1ncc(-c2nnnn2-c2ccc(Cl)cc2)c(-c2ccc(Cl)cc2)n1	12	7	1.6	2	-9	8	4	-43	-8
COC(=O)c1c(NC(=O)CC2SCC(C(=O)OC)NC2=O)sc2c1CCCC2 (stereo not drawn)	4	6	-0.7	7	16	1	7	-4	-3
CC1(c2cccc3ccccc23)NC(=O)N(CC(=O)NC2CCS(=O)(=O)C2)C1=O (stereo not drawn)	10	10	0.3	5	2	-5	10	-5	0
Cc1cc2c(cc1S(=O)(=O)NCc1ccccc1)OCC(=O)N2	18	-2	-3.8	3	1	3	2	-26	0
COc1ccc(CN(C)C(=O)CSc2nnc(C3CC3)n2C2CC2)cc1	3	-5	3.4	0	-23	8	15	19	1
COc1ccc(-c2noc(CCC(=O)N3CCC(c4cc(C)ccc4C)CC3)n2)cc1	26	6	6.0	2	0	-2	1	2	1
Cc1cn2c(=O)c(C(=O)NCc3ccc4c(c3)OCO4)cnc2s1	0	-1	0.1	0	6	3	1	-2	1
O=C(COc1ccc([N+](=O)[O-])cc1Cl)NCC1CCCO1 (stereo not drawn)	11	6	-0.3	9	14	0	-7	16	-3
C=C(C)C1CC=C(C)C(=NNC(=O)c2ccncc2)C1 (stereo not drawn)	6	-4	2.2	1	16	2	-3	10	4
CCCCCC(C)NC(=O)c1cc(S(=O)(=O)N2CCCCC2)ccc1N1CCOCC1 (stereo not drawn)	-22	-7	-2.5	1	2	3	2	16	-2
CCOC(=O)N1CCN(C(=O)CN2C(=O)CC(C)(C)S(=O)(=O)c3ccccc32)CC1	6	4	-1.4	10	4	-3	3	17	1
CCN(C(=O)c1cc2c(=O)n3ccccc3nc2n1CCCOC)C1CCCCC1	13	-5	0.6	6	24	-1	-4	-4	0
CCC1NC(=O)c2ccccc2N1c1cccc(Cl)c1 (stereo not drawn)	-50	9	-1.8	0	0	2	-8	-10	-5
C=CCNC(=O)C1CCN(C(=O)c2ccc(-c3ccccc3)cc2)CC1	-3	8	0.1	0	12	2	-6	19	-2
O=C1NC[C@H](CCCCN2CCN(CCc3ccccc3)C(=O)C2=O)N(Cc2ccccc2)C1=O	-17	-6	/	0	3	3	4	/	0
CC(C)[C@H](CO)N(Cc1cccc(F)c1)c1nc(Nc2cccc(Cl)c2)c2ncn(C(C)C)c2n1	73*	23	-0.7	53*	26	6	8	-15	6
COc1ccc2oc(C(=O)OCC(=O)Nc3cccc(S(=O)(=O)N4CCOCC4)c3)c(C)c2c1	0	8	1.6	6	-29	-14	-6	-6	6
CS(=O)(=O)N1CCN(C(=O)c2ccc(-c3ccccc3)cc2)CC1	-5	3	1.2	8	25	-1	9	9	0
COc1ccc(C(C#N)=Cc2ccc(N(C)CCC#N)cc2)cc1	35	28*	2.6	4	-3	-16	-7	11	3
COc1ccc(CNC(=O)c2ccc(S(=O)(=O)N3CC(C)CC(C)C3)cc2)cc1OC (stereo not drawn)	6	-2	4.9	-2	14	11	7	2	-2
O=[N+]([O-])c1ccc(COP(=O)(O)OCc2ccc([N+](=O)[O-])cc2)cc1	-35&-10	-12&8	-1.8	2&0	-21&-3	5&-9	2&3	-18	-1&3
CCCN(C(=O)COC(=O)CNC(=O)c1ccc2ccccc2c1)c1c(N)n(Cc2ccccc2)c(=O)[nH]c1=O	-5	4	0.7	0	16	0	-3	7	1
O=C(Nc1ccccc1Cl)c1ccc2nc(N3CCOCC3)sc2c1	-9	3	1.3	3	23	-9	-3	9	5
CC(C)(C)c1ccc(C(=O)NCCC(=O)NCc2ccco2)cc1	14	-4	-2.6	3	5	-4	6	11	1
COc1ccc(S(=O)(=O)n2nc(OC(=O)c3cccs3)cc2NC(=O)c2cccs2)cc1	9	16	2.7	7	2	-5	4	7	-5
CCCN(CC(=O)Nc1ccc(C(C)=O)cc1)CC(=O)Nc1ccccc1C	-1	0	1.5	0	9	2	-4	-20	-2
CC1CC(C)CN(S(=O)(=O)c2cccc3nonc23)C1 (stereo not drawn)	-5	5	-1.5	-2	-13	4	-3	0	-6
Cc1cc(C)n(-c2nc(N(C)C)nc(N(C)C)n2)n1	-19	4	-1.4	1	-3	-2	-4	0	0
CCN(CC)C(=O)c1[nH]cnc1C(=O)Nc1ccccc1	1	3	2.6	3	-1	-4	4	5	1

From PubChem BioAssay
